# High-throughput results: PubChem, National Center for Advancing Translational Sciences (NCATS)
# Tau fluor counter = counter-screen for tau fibril formation inhibitors. AID 1463. 280,000 tested, 0.93% active. Potency, µM (highest dose often 57.7 µM), for inactives: at the top dose activity change, negative = decrease. tau K18 P301L Alexa594 fluorescence, heparin fibrillization; note: % is set by controls: 0 for no effect and ±100 for the full control effect; nearly all actives have a fitted effect of over 55% in size
#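 Human K18 P301L tau (15 uM unlabeled plus 0.24 uM Alexa 594-labeled, final) in 100 mM sodium acetate pH 7 was mixed with compound and 20 uM heparin and incubated 6 hr at 37 C.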
# GAA inhib = inhibitors of human lysosomal alpha-glucosidase. P10253. purified human GAA, 4-MU-alpha-glucoside fluorescence. Potency, µM (doses to about 76.9 µM), without a hit: at the top dose activity change, negative = inhibition, hits mostly inhibitors. 200,000 tested, 0.005% active;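 note: plate controls were uninhibited enzyme wells for no effect and no-enzyme background for full effect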
#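 qHTS format, compound range up to 77 uM. Human lysosomal enzyme at 4 nM, 400 uM 4-MU glucoside substrate, pH 5.0, 20 min room temperature; fluorescence after alkaline stop gives activity normalized to controls.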
# aGal spleen mod = inhibits or activates alpha-galactosidase in human spleen homogenate. Potency, µM (titrated, usually from 80 µM), inactives show top-dose activity change, negative = inhibition, usual class: inhibitors. AID 2107. human spleen homogenate, 4MU-alpha-Gal fluorescence, 40 min. 240,000 tested, 0.008% active. P06280;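 note: 0% = enzyme with vehicle and -100% = no enzyme basal signal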
# Target sequence (P06280 32-429 limits assumed): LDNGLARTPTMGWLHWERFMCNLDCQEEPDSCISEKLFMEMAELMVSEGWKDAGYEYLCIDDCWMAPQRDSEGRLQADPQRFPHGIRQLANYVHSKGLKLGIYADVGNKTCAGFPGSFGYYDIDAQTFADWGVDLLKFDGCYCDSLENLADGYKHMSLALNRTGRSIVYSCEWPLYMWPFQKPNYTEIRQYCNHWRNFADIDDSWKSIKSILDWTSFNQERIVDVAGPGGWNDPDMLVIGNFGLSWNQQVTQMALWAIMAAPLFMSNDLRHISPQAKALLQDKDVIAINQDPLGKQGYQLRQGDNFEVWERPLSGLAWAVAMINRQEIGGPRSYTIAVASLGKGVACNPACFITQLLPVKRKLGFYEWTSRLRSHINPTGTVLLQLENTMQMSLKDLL
#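 Fluorogenic readout (Ex 365/Em 440 nm) of 4-methylumbelliferone released from 1 mM 4-MU-alpha-galactoside by spleen homogenate, 40 min at 37C, pH 5.0. Data normalized to no-enzyme and enzyme controls; Hill-equation AC50 from compound titrations.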
# GAA glycogen mod = alters human alpha-glucosidase cleavage of glycogen. recombinant GAA, glycogen substrate, Amplex Red glucose oxidase fluorescence. 300,000 tested, 0.38% active. Potency, µM (doses to about 76.4 µM), for inactives: top-dose activity change, negative = inhibition, most hits filed as inhibitors. P10253;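 note: 0% = full enzyme reaction and -100% = no-enzyme basal signal; the screen sought inhibitors and activators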
#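 Natural-substrate format: glycogen cleavage by 4 nM human enzyme, glucose read by Amplex Red coupling (Ex 573, Em 610 nm). Normalized to enzyme and no-enzyme controls.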
# Tau fibril ThT = blocks human tau fibril formation measured by thioflavin T; P10636; recombinant tau K18 P301L, heparin-induced fibrillization, ThT fluorescence; Potency, µM (top dose mostly 57.4 µM), inactives show at the top dose activity, negative = inhibition, most hits filed as inhibitors; 270,000 tested, 2.1% active; AID 1460; note: % is set by controls: 0 for no effect and ±100 for the full control effect; nearly all actives have a fitted effect of over 55% in size
# Target sequence (P10636 561-689 P618L limits assumed): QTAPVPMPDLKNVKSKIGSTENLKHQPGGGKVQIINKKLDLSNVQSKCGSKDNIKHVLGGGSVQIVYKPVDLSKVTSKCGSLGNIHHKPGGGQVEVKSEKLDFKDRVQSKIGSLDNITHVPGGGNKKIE
#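 Fibril formation assay: tau K18 P301L at 15 uM with trace Alexa 594 label, heparin inducer 20 uM, pH 7 sodium acetate buffer, 37 C for 6 hr; endpoint ThT signal.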
# Tau fibril FP = tau fibrillization inhibition (FP); 280,000 tested, 0.39% active; K18 P301L tau heparin fibrillization, Alexa594 FP, 6 h; Potency, µM (highest dose often 57.7 µM), for inactives: top-dose activity, negative = inhibition, usual class: inhibitors; AID 1468; P10636; note: % is set by controls: 0 for no effect and ±100 for the full control effect; nearly all actives have a fitted effect of over 55% in size
#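 Human K18 P301L fragment (15 uM unlabeled plus 0.24 uM Alexa 594-labeled) in 100 mM sodium acetate pH 7 with compound, aggregation induced by 20 uM heparin for 6 hr at 37 C. ThT (30 uM) added for 1 hr, then Alexa 594 FP read.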
# HTT ATP protect = protects HTT-Q103 PC12 cells, measured by ATP. 230,000 tested, 0.14% active. PC12 HTT-Q103 induced, cytoprotection, ATP luminescence, 40 h. Potency, µM (doses to about 56.4 µM), without a hit: cytoprotection (ATP increase), usual class: activators;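 note: % of control where 0% means no effect; nearly all actives have a fitted effect of over 45% in size; toxic huntingtin expression switched on by the ecdysone agonist tebufenozide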
#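 ATP quantification (ATPlite) reports survival of PC12 cells in which tebufenozide, 100 nM final, switches on Htt exon 1 with 103 glutamines linked to GFP; compounds are titrated.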
# aGlu spleen mod = lysosomal alpha-glucosidase (human) modulation | human spleen homogenate, 4-MU-alpha-glucoside fluorescence | 240,000 tested, 0.006% active | Potency, µM (series often up to 79.9 µM), inactives show top-dose activity change, negative = inhibition, actives largely listed as inhibitors | P10253;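 note: 0% = enzyme with vehicle and -100% = no enzyme basal signal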
#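 AC50 values come from Hill-equation fits of concentration-response data, normalized to no-enzyme and full-activity controls. Enzyme source: 1 ug human spleen homogenate; 1 mM fluorogenic 4-MU glucoside, pH 5.0 citrate buffer, 37 C, 40 min.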
# An asterisk follows results filed as active; ? = inconclusive; . = no result given; & = joins results of further samples; [ ] = remark or other dose. Calls come from the whole dose curve; as a rule, active = well fitted curve in the direction sought with a large enough effect; inconclusive = small, poorly fitted or top-dose-only effect, or another doubt; inactive = no such curve, though single readings can be large; an effect the other way counts as inactive or inconclusive. Potency is the fitted concentration of half-maximal effect. Random draw from the library. About 3.3% of those tested had a hit in this group.
Compound | Tau fluor counter | GAA inhib | aGal spleen mod | GAA glycogen mod | Tau fibril ThT | Tau fibril FP | HTT ATP protect | aGlu spleen mod
CCc1ccc(-c2nc(SCC(=O)NCC3CCCO3)c(-c3ccc(C)cc3)[nH]2)cc1 (stereo unspecified) | ? | . | . | 1%[76.3 µM] | -7% | 4% | . | .
CC(=O)Nc1ncnc2c1c(-c1ccc(Cl)cc1)nn2C(C)(C)C | -5% | 13% | -4% | 29% | -4% | 2% | -74%[inhibitor] | -2%
Cn1c(CCNC(=O)c2ccc(Cl)c(Cl)c2)nnc1SCc1ccc(Cl)c(Cl)c1 | -23% | -2% | -1% | 2% | -20% | ? | -8%[10 µM] | 1%
Cc1ccc(NS(=O)(=O)c2cccc([N+](=O)[O-])c2)nc1 | 7% | 1% | 8% | . | -1% | 8% | 17%[10 µM] | 10%
COc1ccc(NC(=O)COc2ncnc3ccccc23)cc1S(=O)(=O)N1CCOCC1 | 0% | -1% | 7% | 1% | 3% | -3% | -11% | 7%
O=C(NCCc1ccccc1)Nc1ccc2c(c1)OCO2 | -16% | 2% | 1% | 16% | -16% | 8% | -125% | -1%
COc1ccc(/C=C/C2=NN(Cc3ccccc3)C(=O)CC2)cc1 | -13% | -5% | -5% | -16% | -10% | 2% | -42%[inhibitor] | -6%
COc1cccc(C2SCC(=O)N2c2ccc(Cl)cc2)c1OC (stereo unspecified) | 1% | 4% | -4% | 6% | 1% | ? | 10%[10 µM] | -5%
CCCc1cc2c(OC(=O)CC)c(-c3ccc(C(=O)OCC)o3)c(=O)oc2cc1OC | -27% | ? | ? | -3% | 25µM* | 5% | -6%[10 µM] | 16%
CC1CCCC(NC(=O)COC(=O)c2ccccc2[N+](=O)[O-])C1C (stereo unspecified) | -14% | 4% | -5% | 6% | -9% | 2% | -36%[inhibitor] | -4%
O=C(Nc1ccccc1Cc1ccccc1)C1CC(=O)N(c2ccc3c(c2)OCCO3)C1 (stereo unspecified) | -18% | 3% | 4% | 8% | -17% | -7% | -10% | 3%
Cc1ccc(C(=O)N2CC(=O)Nc3ccc(F)cc3C2c2ccc(F)cc2)cc1[N+](=O)[O-] (stereo unspecified) | 4% | 1% | -5% | 3% | 4% | 2% | -17%[10 µM] | -5%
COC(=O)CNC(=O)C(CCSC)NC(C)=O (stereo unspecified) | -11% | -3% | -19% | 19% | -5% | -5% | -2%[10 µM] | 4%
COc1cc(OC)c(Nc2ncnc3onc(-c4cccc(Cl)c4)c23)cc1Cl | -8% | . | . | -5%[76.3 µM] | 5% | -10% | . | .
CC(C)C(=O)NC(=S)Nc1ccc(S(=O)(=O)N2CCN(C)CC2)cc1 | 10% | 3% | -2% | -3% | 4% | -2% | -2%[10 µM] | 13%
Cc1nnc(SCC(=O)Nc2ccc(S(=O)(=O)N3CCCCC3)cc2)s1 | -20% | -11% | -2% | -1% | -7% | -13% | 7% | -11%
CCC(CC)n1[nH]c(=O)cc1N | -9% | -1% | -5% | -9% | -9% | -3% | -12%[10 µM] | 2%
O=C(NC1CC1)c1ccc2c(c1)NC(=O)c1ccccc1S2 | -17% | -5% | 7% | 2% | -6% | -1% | -29% | 3%
C/C(=C\c1cccs1)C(=O)c1c(C)cc(C)[nH]c1=O | 4% | . | 0% | 1% | 2% | 1% | 1%[10 µM] | -6%
Cc1nc(CSc2nnc(C)s2)cs1 | -6% | ? | 5% | -5% | -3% | -3% | . | -15%

# (further entries)
Compound | Tau fluor counter | GAA inhib | aGal spleen mod | GAA glycogen mod | Tau fibril ThT | Tau fibril FP | HTT ATP protect | aGlu spleen mod
Cc1ccc(C(=O)OCC(=O)NCc2ccc3c(c2)OCO3)s1 | 2% | -3% | 11% | -5% | -6% | 2% | 0%[10 µM] | 2%
COc1ccc(-c2cc(C(F)(F)F)nc(S(=O)(=O)CCCC(=O)Nc3cccc(O)c3)n2)cc1OC | -10%&-22% | -4% | -3% | 3% | 1%&1% | -6%&-9% | -174%[inhibitor] | -2%
CCCOc1ccc(C(=O)Nc2ccc(N(C)C)cc2)cc1 | -19% | 4% | 5% | 2% | ? | 2% | -27%[10 µM] | 0%
c1nc(NC2CCNCC2)c2cc(-c3ccc4c(c3)OCO4)ccc2n1 | -13% | . | -1% | . | ? | -2% | -12% | 3%
COc1ccc(CCNC(=O)c2ccc3c(SCC(=O)O)c4c(nc3c2)CCCC4)cc1OC | -9% | 0% | 4% | 7% | ? | 2% | -30% | -5%
O=C(O)CC(Cc1ccc(Cl)cc1)C(=O)NCc1ccccc1 (stereo unspecified) | 0% | -7% | 9% | 0% | 1% | -3% | -11%[10 µM] | 10%
Cn1cnnc1SCC(=O)N1CCC(Cc2ccccc2)CC1 | 10% | -3% | -4% | 3% | -1% | 5% | -5%[10 µM] | -7%
Cc1cc(C(=O)N/N=C/c2ccc(O)c([N+](=O)[O-])c2)c(C)n1-c1ccc(F)cc1 | ? | -8% | -14% | 6% | 14µM* | 15% | 4%[10 µM] | -9%
CC(=O)N1SC(N)=NC1c1ccccc1 (stereo unspecified) | 7% | -6% | 10% | -6% | 0% | 3% | 4% | 8%
CC(C)c1cc(Nc2cccc(O)c2)cc(C(C)C)c1O | ? | -9% | 4% | -4% | 32µM* | ? | 8% | 0%
O=C(COCc1nc2ccccc2c(=O)[nH]1)NC1CCCC1 | 4% | 7% | 0% | -6% | 3% | 1% | -5%[10 µM] | -4%
Cc1ccc(C)c(N(C)C(=O)C2CCN(c3ncnc4c3nc3n4CCCCC3)CC2)c1 | 5% | . | . | -12%[76.3 µM] | 3% | 4% | . | .
Cc1ccc(Nc2ncnc3c2cnn3C)cc1 | -5% | 10% | -5% | 3% | -9% | -3% | 13%[10 µM] | 5%
COc1ccc(C2Nc3ccccc3C(=O)N2Cc2ccccc2)cc1COc1ccccn1 (stereo unspecified) | -5% | ? | 1% | -8% | -8% | 5% | -90%[inhibitor][10 µM] | -22%
S=c1[nH]cnc2scc(-c3ccccc3)c12 | -19% | 0% | -1% | -18% | -18% | -7% | 18%[10 µM] | 4%
Cc1cc(C)n(Cc2cc(C(=O)O)c3ccccc3n2)n1 | -4% | 1% | -12% | -16% | -3% | ? | -61%[inhibitor] | -7%
Cc1ccc(C(=O)/C=C/c2ccccc2)o1 | -4% | -11% | 3% | 5% | ? | 6% | -39%[inhibitor] | 0%
CCOC(=O)c1ccc(N=C2S/C(=C\c3cc(C)n(-c4cccnc4)c3C)C(=O)N2C)cc1 | -8% | ? | -9% | 1% | -17% | 1% | -2% | -3%
O=C(CSc1ccsc1[N+](=O)[O-])NCc1ccccc1 | 5% | -4% | 4% | 3% | 12% | 9% | -19%[10 µM] | -4%
ClCC1NCC(c2ccccc2Cl)c2c1[nH]c1ccccc21 (stereo unspecified) | ? | -7% | 8% | -3% | ? | 7% | -9% | 10%

# Another view of some results above.
CCC(CC)n1[nH]c(=O)cc1N
  Tau fluor counter: -9% | GAA inhib: -1% | aGal spleen mod: -5% | GAA glycogen mod: -9% | Tau fibril ThT: -9% | Tau fibril FP: -3% | HTT ATP protect: -12%[10 µM] | aGlu spleen mod: 2%
O=C(NC1CC1)c1ccc2c(c1)NC(=O)c1ccccc1S2
  Tau fluor counter: -17% | GAA inhib: -5% | aGal spleen mod: 7% | GAA glycogen mod: 2% | Tau fibril ThT: -6% | Tau fibril FP: -1% | HTT ATP protect: -29% | aGlu spleen mod: 3%

# Remaining list, next part:
Compound | Tau fluor counter | GAA inhib | aGal spleen mod | GAA glycogen mod | Tau fibril ThT | Tau fibril FP | HTT ATP protect | aGlu spleen mod
COC(=O)c1cc(OC)c(OC)cc1NC(=O)C1CCC(=O)N1S(=O)(=O)c1ccc(C)cc1 (stereo unspecified) | 2% | -5% | 10% | -2% | -5% | 10% | -25% | 9%
COc1ccc(Cl)cc1NC(=O)CN1CCCC1 | 4% | 9% | 9% | 1% | 4% | 1% | 0% | -13%
CN(C)c1cccc(N=C2C=C(N3CCOCC3)CC(C)(C)C2)c1 | 0% | -4% | -1% | -9% | -8% | 4% | -3% | -15%
Cn1c(=O)cc(SCC(=O)NCc2ccc(F)cc2)c2ccc(Cl)cc21 | -14% | . | . | 20%[76.3 µM] | 1% | -7% | . | .
COC(=O)c1nnn(-c2nonc2N)c1CSc1nnc(C)s1 | -3% | 3% | -3% | 9% | -5% | -3% | -103%[inhibitor] | 2%
Cc1ccnc(NC(c2cc(C)ccc2O)c2ccc3cccnc3c2O)c1 (stereo unspecified) | ? | . | . | 9%[76.3 µM] | 16µM* | -11% | . | .
CC(C)C(=O)N1CCN(c2ccc(NC(=O)c3ccc([N+](=O)[O-])o3)cc2)CC1 | ? | -11% | -6% | -10% | 5µM* | -6% | 16%[10 µM] | -1%
COc1ccc(C(=O)NCCC2=CCCCC2)cc1[N+](=O)[O-] | -17% | 11% | 11% | -7% | -15% | 7% | 8% | 4%
COC(=O)C1CCN(C(=O)/C=C/c2ccccc2)CC1 | 1% | 3% | -6% | 7% | 1% | -5% | . | -1%
Cc1ccc(NC(=S)NC(=O)/C=C/c2ccco2)c(O)c1 | -30% | ? | -6% | ? | ? | -1% | -87% | -8%
FC(F)(F)c1ccc(N2CCOCC2)c(NC2=NCCCCC2)c1 | -8% | 8% | 4% | 1% | -10% | -9% | -3% | -2%
O=C(Nc1nc(-c2ccccc2)ns1)c1cccs1 | ? | -7% | 2% | -1% | 5% | ? | -13%[0.074 µM] | 0%
CC(C)(C)c1ccc(C(=O)N/C(=C\c2ccco2)C(=O)O)cc1 | 15% | 7% | 5% | -16% | 2% | 0% | . | -2%
COc1ccccc1NC(=O)N1CC(=O)Nc2sc3c(c2C1c1ccccc1)CCCC3 (stereo unspecified) | 3% | . | . | -8%[76.3 µM] | -5% | 10% | . | .
CCC(C)(C)NC(=O)C(c1ccc(OC)cc1)N(Cc1ccco1)C(=O)CCC(=O)Nc1cc(C)on1 (stereo unspecified) | -1% | -10% | -11% | 1% | -8% | 9% | 27%[10 µM] | -14%
COn1c(-c2ccc(Cl)cc2)nc2ccc(Cl)cc21 | -16% | 1% | -9% | 4% | ? | -13% | -4% | -2%
COc1ccc2nc(NC(=O)CSc3ccccc3)sc2c1 | ? | 2% | 7% | 1% | -14% | ? | -21% | -1%
